IDH1 R132H inh: blocks human mutant IDH1 R132H enzyme; O75874; IDH1-R132H enzyme, NADPH consumption, diaphorase/resazurin fluorescence; Potency, µM (titrated, usually from 76.6 µM), inactives show at the highest dose activity change, negative = inhibition, most hits filed as inhibitors; actives 0.093% (n = 390,000); also: potency is read from the fitted curve at half-maximal effect; % is scaled to controls: 0 for no effect and ±100 for the full control effect; nearly all actives have a fitted effect of over 65% in size
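IDH1-R132H (0.5 ug/mL dispensed) in pH 7.5 Tris buffer was preincubated 30 min with compound, then given a substrate mix of 0.016 mM NADPH and 2 mM alpha-KG for 80 min at room temperature; remaining NADPH was read by diaphorase/resazurin fluorescence.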
Vif-A3F inh: inhibitors of Vif-A3F interaction | actives 0.2% (n = 390,000) | HeLa A3F-eYFP + Vif (tagged APOBEC3F with the HIV-1 protein that degrades it), YFP fluorescence increase | Potency, µM (top dose mostly 46.1 µM), inactives show at the top dose activity, negative = active; also: potency is read from the fitted curve at half-maximal effect; % of control where 0% means no effect; nearly all actives have a fitted effect of over 65% in size
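HeLa cells stably expressing A3F-eYFP plus Vif, plated and incubated overnight at 37 deg C, then exposed to compounds overnight at 37 deg C. Blocked degradation read as raised yellow fluorescence (Ex 488/Em 500-530).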
GRP78 ERSR act: inducers of ER stress response in human glioma cells; U87-MG GRP78 promoter luciferase reporter, 16 h; Potency, µM, for inactives: at the top dose activation, hits mostly activators; actives 0.02% (n = 420,000); also: potency is read from the fitted curve at half-maximal effect; series mostly up to about 76 µM; % of control where 0% means no effect; nearly all actives have a fitted effect of over 35% in size
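ERSR induction read as luciferase luminescence (Bright-Glo, 10 min at room temperature) in stably transfected human U87-MG glioma cells exposed to compounds for 16 h, using GRP78 as sensor.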
TrxR1 substrate: substrates of rat thioredoxin reductase 1; purified TrxR1 substrate turnover, NADPH consumption readout; O89049; actives 0.01% (n = 390,000); Potency, µM (titrated, usually from 114 µM), inactives show at the top dose activity change, negative = substrate turnover; also: potency is read from the fitted curve at half-maximal effect; % is scaled to controls: 0 for no effect and ±100 for the full control effect; nearly all actives have a fitted effect of over 50% in size
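Rat TrxR1, dispensed at 90 nM, was prereduced with 400 uM NADPH (final) for 5 min at ~22 deg C, then incubated with compound 15 min before 400 uM selenite. A first-read NADPH fluorescence drop versus no-compound background flagged substrates.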
USP1 inh: USP1/UAF1 (human) deubiquitinase inhibition; recombinant USP1/UAF1, Ub-Rhodamine cleavage fluorescence; Potency, µM (highest dose often 57.1 µM), for inactives: at the highest dose activity change, negative = inhibition, hits mostly inhibitors; actives 0.23% (n = 390,000); also: potency is read from the fitted curve at half-maximal effect; % is scaled to controls: 0 for no effect and ±100 for the full control effect; nearly all actives have a fitted effect of over 60% in size; inactives centre near -12
Target sequence (O94782 whole entry, looked up): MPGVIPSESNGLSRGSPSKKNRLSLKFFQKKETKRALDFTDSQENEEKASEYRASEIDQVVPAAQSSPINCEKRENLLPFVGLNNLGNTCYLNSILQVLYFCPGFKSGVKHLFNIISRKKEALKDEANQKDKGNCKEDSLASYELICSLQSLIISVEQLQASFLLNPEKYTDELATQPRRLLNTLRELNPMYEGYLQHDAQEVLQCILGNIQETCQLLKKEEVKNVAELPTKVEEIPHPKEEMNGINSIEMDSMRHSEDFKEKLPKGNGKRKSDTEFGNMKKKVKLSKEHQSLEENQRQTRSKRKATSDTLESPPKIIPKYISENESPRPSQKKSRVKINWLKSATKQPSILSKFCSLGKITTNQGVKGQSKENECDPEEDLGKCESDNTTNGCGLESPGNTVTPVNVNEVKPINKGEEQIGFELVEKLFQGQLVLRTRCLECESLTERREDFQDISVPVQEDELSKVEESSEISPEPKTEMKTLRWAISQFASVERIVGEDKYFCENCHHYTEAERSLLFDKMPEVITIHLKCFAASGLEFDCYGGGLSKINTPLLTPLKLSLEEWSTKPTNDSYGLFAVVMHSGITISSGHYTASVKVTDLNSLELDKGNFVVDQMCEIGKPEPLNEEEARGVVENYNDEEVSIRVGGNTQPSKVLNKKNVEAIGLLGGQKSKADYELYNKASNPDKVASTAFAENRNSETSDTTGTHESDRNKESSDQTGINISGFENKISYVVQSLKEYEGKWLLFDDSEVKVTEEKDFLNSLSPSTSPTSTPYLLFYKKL
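In this screen, compounds sit with the deubiquitinase complex (1nM) for 15 min at room temperature before Ub-Rho is added at 150nM final. Fluorescence rise is then followed for 6 reads every 60 seconds.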
LDHA block: blocks human lactate dehydrogenase A; P00338; purified LDHA, NADH/diaphorase-resazurin fluorescence; hits give low values; activity change, % (values are at about 110 or 230 µM); actives 0.15% (n = 480,000); AID 1347041; in the data active = activity change below about -30%; inconclusive = mostly about -25% to -30%;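 also: plate controls were DMSO wells for no effect and wells without enzyme for full effect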
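Human LDH5 (2 nM) was incubated with 0.06 mM NADH and 0.2 mM pyruvate for 5 min at room temperature in Tris pH 7.4. Remaining NADH was coupled through diaphorase/resazurin, and resorufin fluorescence was read at 0 and 20 min.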
TrxR1 inh: inhibitors of rat thioredoxin reductase 1; O89049; recombinant rTrxR1, NADPH fluorescence consumption, selenite substrate; Potency, µM (doses to about 114 µM), inactives show at the top dose activity change, negative = inhibition, hits mostly inhibitors; actives 1% (n = 390,000); AID 588453; also: potency is read from the fitted curve at half-maximal effect; % is scaled to controls: 0 for no effect and ±100 for the full control effect; nearly all actives have a fitted effect of over 65% in size
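Rat TrxR1 (90 nM in the dispensed reagent) was pre-reduced with 400 uM NADPH for 5 min at room temperature, then incubated with compound for 15 min. After 400 uM selenite was added, NADPH fluorescence (Ex 340/Em 450 nm) was followed for 8 min.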
RGS4 inhibitor: blocks human RGS4-accelerated GTP hydrolysis; Transcreener GDP fluorescence polarization, RGS4-accelerated GTP hydrolysis; Potency, µM (titrated, usually from 114 µM), for inactives: top-dose activity change, negative = inhibition, hits mostly inhibitors; actives 0.039% (n = 390,000); AID 504845; also: potency is read from the fitted curve at half-maximal effect; % is scaled to controls: 0 for no effect and ±100 for the full control effect; nearly all actives have a fitted effect of over 75% in size; some results filed as inactive show a strong effect at the top dose
Target sequence (P49798 whole entry, looked up): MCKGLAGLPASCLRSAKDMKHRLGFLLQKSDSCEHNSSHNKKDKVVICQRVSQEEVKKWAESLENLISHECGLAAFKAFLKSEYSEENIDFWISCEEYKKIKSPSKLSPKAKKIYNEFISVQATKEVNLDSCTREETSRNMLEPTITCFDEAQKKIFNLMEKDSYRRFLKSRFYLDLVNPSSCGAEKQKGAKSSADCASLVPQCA
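MLSMR compounds (23 nl, pin-transferred) preincubated 10 min at room temperature with a 500nM (2x) first reagent, then RGS4 at 900nM (2x) plus Transcreener GDP mix added; fluorescence polarization (620/688 nm) read before and after 90 min at 30 °C.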
Vif-A3G inh: blocks the Vif interaction with human APOBEC3G; HeLa A3G-eYFP + Vif (tagged APOBEC3G with the HIV-1 protein that degrades it), YFP fluorescence, overnight; Potency, µM (highest dose often 46.1 µM), inactives show at the highest dose activity, negative = active, most hits filed as inhibitors; actives 0.076% (n = 410,000); AID 602310;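 also: potency is read from the fitted curve at half-maximal effect; % is scaled to controls: 0 for no effect and ±100 for the full control effect; nearly all actives have a fitted effect of over 60% in size; hits raise eYFP signal because A3G escapes Vif-driven loss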
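HeLa cells stably expressing Vif and C-terminally eYFP-tagged A3G, seeded overnight at 37 deg C, then exposed to compound by pintool overnight at 37 deg C. Rise in yellow fluorescence (Ex 488/Em 500-530, Acumen) marks blocked Vif-driven A3G degradation.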
The depositor's hits bear a star; ? = inconclusive; . = not tested or not shown; & = joins results of further samples; [ ] = dose if it differs, or a comment. Unless noted, calls follow the shape of the dose curve; as a rule, active = well fitted curve in the direction sought with a large enough effect; inconclusive = small, poorly fitted or top-dose-only effect, or another doubt; inactive = no such curve, though single readings can be large; an effect the other way counts as inactive or inconclusive. The list is partial. The share of hits here may be higher or lower than overall.

# | SMILES | IDH1 R132H inh | Vif-A3F inh | GRP78 ERSR act | TrxR1 substrate | USP1 inh | LDHA block | TrxR1 inh | RGS4 inhibitor | Vif-A3G inh
1 | CC(=O)c1c(C)oc2ccc(NS(=O)(=O)c3ccccc3)cc12 | 4% | -21% | -4% | -3% | -12% | -1 | 10% | 2% | 1%
2 | Cc1[nH]c2ccccc2c1/C=N\NC(=O)c1ccco1 | -9% | 5% | -2% | -10% | -14% | -4 | -4% | 40% | -3%
3 | N#Cc1ccc(-c2ccc(OCC(=O)NCCCN3CCCC3=O)cc2)cc1 | 3% | 7% | -2% | 13% | -8% | -2 | 4%[57.1 µM] | -17% | -5%
4 | O=C(CSc1ncnc2sc3c(c12)CCC3)N1CCOCC1 | 0% | 2% | -1% | 1% | ? | -1 | -4% | -8% | -11%
5 | CNc1ccc(N=Nc2cccc3ncccc23)cc1 | 1% | 0% | -5% | -7% | -3% | -3 | -16% | -3% | -9%
6 | COc1ccc(OC)c(S(=O)(=O)N2c3cc(F)ccc3CCC2C)c1 (stereo not given) | 6% | 0% | -4% | -2% | -12% | 2 | 6% | 24% | 0%
7 | O=C(Oc1ccccc1)N1CCN(c2ccccc2F)CC1 | 0% | -17% | -2% | 7%[57.1 µM] | -1% | 4 | -2%[57.1 µM] | 8% | -2%
8 | Cc1cccc(N2CCN(C(=O)C3CCC(=O)N(C4CC4)C3)CC2)c1C (stereo not given) | 0% | 0% | 6% | -12% | -24% | -2 | -24% | -55%[56.9 µM] | 2%
9 | OC(COc1ccc2ccccc2c1Cl)CN1CCOCC1 (stereo not given) | 6% | 7% | 0% | -10% | -17% | 7 | 15%[57.1 µM] | -30% | 2%
10 | N#C/C(=C/C=C/c1ccccc1)C(=O)Nc1ccccc1 | 2% | -2% | 2% | -3% | -4% | -2 | 5% | 5% | 1%
11 | Cc1cc(NC(=O)CCSc2nc(-c3ccco3)cc(C(F)(F)F)n2)n(-c2ccccc2)n1 | -3% | -6% | -7% | -6% | -28% | 2 | 8% | -4% | 2%
12 | COc1ccccc1-n1c(-c2ccccc2)c[n+]2c1CCc1ccccc1-2 | -1%&-2% | ? | -6%&-8% | 5%&7% | -13%&2% | -7&-9 | 9% | 22%&11% | 7%&-7%
13 | CCN(CC)S(=O)(=O)c1cccc(C(=O)NCC(c2ccccc2)N(C)C)c1 (stereo not given) | 15% | 2% | -2% | 7%[57.1 µM] | -24% | -9 | 8%[57.1 µM] | 41% | 1%
14 | CC1(C)Cc2cccc(OCC(=O)Nc3ccc(OCC(N)=O)cc3)c2O1 | 15% | 7% | -3% | 0% | -13% | -4 | 22% | 9% | 0%
15 | O=C(Nc1ccccc1)/C(=C1\CCCN1)[N+](=O)[O-] | 6% | -3% | -1% | -6% | -12% | -5 | 9%[57.1 µM] | -10% | 3%
16 | OC(COC(c1ccccc1)c1ccccc1)CN1CCCCC1 (stereo not given) | 14% | -1% | -4% | -2% | 2% | -4 | -1% | 22% | -2%
17 | O=C(O)c1cccc(S(=O)(=O)N2CCN(Cc3ccc4c(c3)OCO4)CC2)c1 | 0% | 1% | -4% | 3% | 1% | -1 | 22% | -15% | 0%
18 | N#C/C(=N\Nc1ccc([N+](=O)[O-])cc1)C(N)=S | 5% | 4% | -6% | -1%[57.1 µM] | ? | 6 | -40% | ? | 7%
19 | O=C(C1CCN(S(=O)(=O)c2cccs2)CC1)N1CCN(c2ccccc2O)CC1 | -13% | -9% | 3% | -1% | -13% | 0 | -20% | -2% | -9%
20 | CCn1ncc([N+](=O)[O-])c1C(=O)Nc1c(C)cccc1C | 11% | -15% | 0% | 14% | -16% | -2 | 13% | 7% | 8%
21 | O=C(N/N=C/c1cc(Br)c(Br)s1)c1ccncc1 | 4% | -12% | -3% | 7%[57.1 µM] | -13% | -6 | 12%[57.1 µM] | 3% | -5%
22 | Clc1ccc(OCc2nn3c(C4CCCCC4)nnc3s2)cc1 | 3% | 2% | -4% | 10%[57.1 µM] | 0% | -6 | -18%[57.1 µM] | ? | -4%
23 | O=C(NC1CCCC1)C(c1cccs1)N(Cc1ccco1)C(=O)c1csnn1 (stereo not given) | -5% | -1% | 11% | 8%[57.1 µM] | -18% | -11 | 6%[57.1 µM] | -11% | 1%
24 | O=C(O)CCC(=O)N1CC=C(c2ccccc2)CC1 | 8% | -4% | -3% | 0% | -15% | -6 | -10% | 0% | -4%
25 | COc1cc(C2Nc3ccccc3NC3=C2C(=O)CC(c2ccc(OC)c(OC)c2)C3)ccc1O (stereo not given) | 6% | 2% | -3% | -1% | -10% | 13 | -4% | -30% | -1%
26 | CC1=NN(C(=O)c2ccc(Br)cc2)C(O)(c2ccccc2)C1 (stereo not given) | -5% | 1% | -3% | -1% | -25% | -4 | 14% | 4% | 3%
27 | CCCCN(C)C(=O)c1cn(C)c2ccc(S(=O)(=O)N3CCC(C)CC3)cc2c1=O | 9%&11% | 4%&3% | 2%&-1% | -7%&-7% | -16%&-12% | -2&-1 | -6%&8% | -16%[56.9 µM] | 2%&3%
28 | COc1ccc(CCNC(=O)c2ccc3c(c2)N(Cc2ccc(F)cc2)C(=O)c2ccccc2S3(=O)=O)cc1OC | . | . | . | 1% | -26% | 4 | 16% | -33% | .
29 | CCOc1ncccc1C(=O)OCC(=O)Nc1ccc(-c2nc3ccc(C)cc3s2)cc1 | 4% | 0% | -7% | 40%[activator] | -2% | -3 | -3% | 26% | -2%
30 | CC(C)COc1ccc2[nH]c3c(c2c1)CCCC3=O | 2% | -4% | 3% | 7% | -4% | -4 | -8% | 12% | -15%
31 | CCCOc1ccccc1/C=C1\SC(N2CCCCC2)=NC1=O | 18% | -3% | 3% | 2% | -11% | -3 | 0% | 10% | -12%
32 | CCSc1nnc(NC(=O)C2C3C=CC(C3)C2C(=O)O)s1 (stereo not given) | 1% | -17% | -4% | 12% | -6% | -9 | 13% | 37% | 0%
33 | CCn1c2ccccc2c2cc(NC(=O)c3cc(OC)cc(OC)c3)ccc21 | 2% | -29% | -6% | 10% | -9% | 2 | 13% | 10% | ?
34 | O=C(c1cc2c(s1)-c1ccccc1S(=O)(=O)C2)N1CCCC1 | -9% | 0% | 2% | -5% | -8% | -9 | 6% | 22%[11.4 µM] | -1%
35 | Cc1cnnc2ccc3c(no[n+]3[O-])c12 | -3% | -12% | 1% | -5% | -4% | 4 | -3% | 29% | 4%
36 | COc1ccc(CC(=O)OC(C)C(=O)NC2CCCCC2C)cc1 (stereo not given) | 0% | 10% | -3% | 4%[57.1 µM] | -20% | 0 | 9%[57.1 µM] | -4% | 7%
37 | O=C(c1ccccc1)c1cccc(NC(=O)c2ccc(Br)o2)c1 | 4% | 4% | 0% | 7%[11.4 µM] | -18% | -2 | 3%[11.4 µM] | -33% | 0%
38 | Nn1c(Nc2ccccc2)nc2sc3c(c2c1=O)CCC3 | 2% | -1% | 6% | 11%[57.1 µM] | 3% | 2 | 3%[57.1 µM] | -4% | 3%
39 | COc1ccc(-c2cc(=O)c3cc(OC)ccc3o2)cc1 | 0% | -1% | -3%&-5% | 18%[57.1 µM] | -11% | -3 | 12%[57.1 µM] | -1% | 1%
40 | CNS(=O)(=O)c1cccc(C(=O)OCC(=O)N2CCN(C(=O)c3ccco3)CC2)c1 | -1% | 8% | -2% | -7% | -2% | -5 | -11% | -16% | -3%
41 | O=S(=O)(c1ccccc1)N1CCN(C/C=C/c2ccccc2)CC1 | -4% | -5% | -6% | -6% | -14% | -3 | 12% | -20% | 0%
42 | COc1ccc(Cn2c(C(=O)O)c(CNCCc3ccccc3Cl)c3ccc(C)cc32)cc1 | -5% | -2% | -3% | 1% | -30% | 3 | 34% | -1% | -17%
43 | COc1ccc(S(=O)(=O)Nc2c(C)c(C)cc3c2ncn3C)cc1 | 9% | 1% | -3% | 0% | -3% | -1 | 3% | 1% | 2%
44 | CCCCCCC1C(C#N)=C(N)OC2=C1C(=O)CC(C)(C)C2 (stereo not given) | 0% | -5% | -4% | 2% | -21% | -5 | 2% | 1% | -6%
45 | CCn1c(C)nc2cc(C(=O)N/N=C/c3ccc(OC)c(O)c3)ccc21 | 3% | 1% | -1% | -8% | -17% | 6 | -6% | -35% | -5%
46 | CC1CN(c2nc3ccccn3c(=O)c2/C=C(\C#N)C(=O)N2CCOCC2)CC(C)O1 (stereo not given) | 4% | 6% | 7% | 4%[57.1 µM] | -14% | -5 | 11%[57.1 µM] | -10% | -1%
47 | COc1cccc(/C=N/NC(=S)NC2CC3CC2C2C=CCC32)c1O (stereo not given) | 8% | ? | 10% | 2%[57.1 µM] | -1% | 4 | 18%[57.1 µM] | 8% | 0%
48 | O=S(=O)(c1ccc(Cl)cc1)c1nnn2c1nc(NC1CCCC1)c1sccc12 | 0% | -6% | -2% | 13% | -27% | -2 | 29% | ? | 2%
49 | O=C(COc1ncnc2ccccc12)NCCCN1CCCC1=O | 3% | 5% | -1% | 20% | -22% | -12 | 14% | -15% | 2%
